Source: PubChem
BoNT-A LC inh2: inhibitors of Botulinum neurotoxin A light chain protease; inhibition, % at 10 µM; multiplex microsphere protease substrate cleavage, flow cytometry; hit rate 0.17% among 360,000; in the data active = inhibition above about 30%; inconclusive = no clear call, values can overlap the other calls; note: plate controls were buffer without enzyme for full effect and enzyme alone for no effect
BoNT-F LC inh: BoNT F light chain protease inhibition | Multiplex microsphere protease cleavage assay, flow cytometry | inhibition, % at 10 µM | AID 588497 | hit rate 0.22% among 360,000; in the data active = inhibition above about 35%, passing the limit was not always enough; inconclusive = no clear call, values can overlap the other calls; note: plate controls were buffer without enzyme for full effect and enzyme alone for no effect
Mtb BioA inh: inhibitors of Mycobacterium tuberculosis BioA enzyme; purified M. tuberculosis BioA enzyme, plate reader; inhibition, % at 9.99 µM; hit rate 0.096% among 360,000; in the data active = inhibition above about 40%; inconclusive = no clear call, values can overlap the other calls
CCHFV vOTU inh: blocks the CCHF virus ovarian tumor domain protease | AID 651958 | CCHFV vOTU protease, Pep-AMC fluorescence | hit rate 0.55% among 370,000 | inhibition, % at 11.5 µM; note: 0% = vehicle wells with enzyme and 100% = no enzyme wells
FadD28 FP inh: blocks FadD28 binding to the bisubstrate probe; fluorescence polarization; inhibition, % at 12.5 µM; AID 588549; hit rate 0.22% among 360,000; in the data active = inhibition above about 8.5%, passing the limit was not always enough; inconclusive = no clear call, values can overlap the other calls
PrPC TRFRET: reduces human prion protein on the cell surface | P04156 | cell surface PrPC, TR-FRET read-out | inhibition, % at 13.8 µM | hit rate 0.43% among 370,000; in the data active = inhibition above about 24%; note: 0% = median of the test wells and 100% = reference compound wells
GDH-TPI counter: counter-screen for M. tuberculosis FBA inhibitors: GDH-TPI coupled enzymes. inhibition, % at 4.8 µM. GDH-TPI coupled enzyme counterscreen, NADH absorbance. hit rate 1.2% among 360,000. AID 588335;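 note: 0% = DMSO wells and 100% = wells lacking the enzyme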
Mtb UGM inh: Mtb UDP-galactopyranose mutase inhibition | P9WIQ1 | purified UGM, fluorescence polarization probe displacement | inhibition, % at 10 µM | hit rate 0.06% among 320,000 | AID 504406; in the data active = inhibition above about 10%, passing the limit was not always enough; inconclusive = no clear call, values can overlap the other calls
Target sequence (P9WIQ1 whole entry, looked up): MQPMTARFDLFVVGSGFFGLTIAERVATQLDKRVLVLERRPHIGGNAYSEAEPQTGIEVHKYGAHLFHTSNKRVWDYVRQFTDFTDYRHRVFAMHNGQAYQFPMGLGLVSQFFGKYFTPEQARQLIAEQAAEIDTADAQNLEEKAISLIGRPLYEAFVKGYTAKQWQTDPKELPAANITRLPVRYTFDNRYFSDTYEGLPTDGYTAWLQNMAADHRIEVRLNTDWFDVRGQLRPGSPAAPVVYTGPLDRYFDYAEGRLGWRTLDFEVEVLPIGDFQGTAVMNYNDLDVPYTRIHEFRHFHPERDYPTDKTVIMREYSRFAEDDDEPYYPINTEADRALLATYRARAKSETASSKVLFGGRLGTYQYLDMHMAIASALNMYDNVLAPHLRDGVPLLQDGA
Mtb FBA inh: inhibitors of M. tuberculosis fructose-bisphosphate aldolase; purified M. tuberculosis FBA, fluorescence read-out; inhibition, % at 1 µM; hit rate 2.3% among 360,000; AID 588726; in the data active = inhibition above about 27%;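 note: 0% = vehicle and 100% = reference inhibitor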
Target sequence (P9WQA3 whole entry, looked up): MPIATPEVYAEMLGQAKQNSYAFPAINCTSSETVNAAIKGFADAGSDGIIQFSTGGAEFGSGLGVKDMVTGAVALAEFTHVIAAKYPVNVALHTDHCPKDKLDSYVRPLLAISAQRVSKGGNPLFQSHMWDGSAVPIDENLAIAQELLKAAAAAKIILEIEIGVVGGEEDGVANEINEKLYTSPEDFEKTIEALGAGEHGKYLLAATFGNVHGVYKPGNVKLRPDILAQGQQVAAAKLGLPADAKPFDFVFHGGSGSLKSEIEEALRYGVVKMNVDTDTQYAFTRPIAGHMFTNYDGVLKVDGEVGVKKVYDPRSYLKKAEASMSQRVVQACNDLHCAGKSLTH
* hit, by the source's call; ? = inconclusive; . = no result given. Cut-off read from the data, not from the text of the source, unless noted: active = inhibition above about 30%; inactive = the rest.

SMILES	FadD28 FP inh	Mtb BioA inh	BoNT-F LC inh	BoNT-A LC inh2	GDH-TPI counter	Mtb FBA inh	Mtb UGM inh	PrPC TRFRET	CCHFV vOTU inh
O=C(NCCN=C1NS(=O)(=O)c2ccccc21)c1ccccc1	-2.3	2.8	0.1	-0.3	-1.6	0.3	0.9	-6.3	10.2
COc1ccc(CCNC2=C(Cl)C(=O)N(CCc3ccccc3)C2=O)cc1OC	-0.4	-1.3	-4.3	-1.3	5.3	4.0	-1.1	0.0	-5.8
Cc1nn(C(=O)c2cccc([N+](=O)[O-])c2)c(C)c1Sc1ccccc1	-2.5	-0.6	-8.8	-0.7	-4.4	3.5	-0.2	-2.2	9.0
CSCC(C)N1CCC(n2nccc2NC(=O)CCc2ccccc2)CC1 (stereo not drawn)	-0.1	-2.3	-0.1	2.1	0.8	4.6	.	-3.7	-1.1
CC1=C(c2ccccc2)CCC1=O	-1.1	-4.3	-10.9	-0.7	5.8	-1.4	0.8	5.3	-3.6
CCCn1c(N)c(C(=O)CSc2nnc(Cc3cccs3)n2C2CC2)c(=O)[nH]c1=O	-5.7	0.3	-0.5	-0.1	0.4	-2.4	.	2.1	-3.1
O=C(O)CCNS(=O)(=O)c1ccccc1C(F)(F)F	-2.4	.	9.2	0.6	1.2	-0.7	3.8	-8.8	9.2
Cc1ccc(Cl)cc1NC(=O)CN1C(=O)COc2ccc(S(=O)(=O)N3CCOCC3)cc21	-0.6	.	1.2	-1.0	10.9	1.6	-2.0	-4.8	-13.6
CCC(C)NC(=O)c1ccc2nc(Cc3ccc(OC)cc3)oc2c1 (stereo not drawn)	-3.8	-0.1	-4.5	1.2	10.9	-3.0	-2.3	-8.4	-2.4
CC1(CCc2ccccc2)NC(=O)N(CC(=O)Nc2ccccc2)C1=O (stereo not drawn)	-2.9	.	-1.7	0.5	-0.3	2.2	2.6	-0.5	-4.2
Cc1ccc(-c2c[n+](CC(=O)c3ccc(Br)cc3)c3n2CCCCC3)cc1	-0.8	.	1.0	-0.6	-7.0	1.1	-3.8	9.5	11.7
O=C1Nc2ccccc2OC1CC(=O)N1CCOCC1 (stereo not drawn)	-1.6	-0.3	-14.1	-1.0	-4.3	0.9	0.1	5.3	-3.2
O=C(NCc1cccs1)C1CCC(CNS(=O)(=O)c2cccs2)CC1 (stereo not drawn)	-3.8	-1.0	9.5	0.0	0.8	-0.5	-0.9	1.7	7.1
COc1ccc(C(=O)NCc2nnc(SCC(=O)Nc3ccccc3OC)o2)cc1	-1.9	1.5	4.1	2.0	5.2	2.4	-0.7	4.2	-5.2
CC1CCCC(C)N1C(=O)CSc1nnc(COc2cccc3cccnc23)o1 (stereo not drawn)	-2.3	.	-4.7	0.1	2.2	5.8	-0.8	-4.9	-2.9
FC(F)(F)c1cc(CCN2CCNC[C@@H]2Cc2ccccc2)cc(C(F)(F)F)c1	-13.5	2.0	-26.1	-1.1	4.2	-0.5	-2.5	-6.2	21.5
COc1ccc(N(C)S(=O)(=O)c2cccc(C(=O)OCC(=O)NCc3ccccc3OC)c2)cc1	-1.8	2.2	-96.3	-20.0	5.1	-1.8	-0.8	2.8	7.9
Cc1c(/C=C2\NC(=O)NC2=O)c2ccccc2n1C	0.5	-1.2	-18.6	-3.2	25.9	-1.2	0.8	-4.5	-9.7
O=C(CSc1nc2ccccc2c(=O)n1-c1ccccc1)NCC1CCCO1 (stereo not drawn)	-1.8	-0.3	-12.7	-0.4	-1.5	-0.1	-0.2	5.0	1.7
Cc1cc(N2CCCCC2)nc2ccc(NC(=O)CCC(=O)NCCC(C)C)cc12	-3.9	-0.4	3.2	-0.1	1.5	53.7*	-1.3	-3.3	-56.9

Next part; it opens with the 4 that closed the last part.
SMILES	FadD28 FP inh	Mtb BioA inh	BoNT-F LC inh	BoNT-A LC inh2	GDH-TPI counter	Mtb FBA inh	Mtb UGM inh	PrPC TRFRET	CCHFV vOTU inh
COc1ccc(N(C)S(=O)(=O)c2cccc(C(=O)OCC(=O)NCc3ccccc3OC)c2)cc1	-1.8	2.2	-96.3	-20.0	5.1	-1.8	-0.8	2.8	7.9
Cc1c(/C=C2\NC(=O)NC2=O)c2ccccc2n1C	0.5	-1.2	-18.6	-3.2	25.9	-1.2	0.8	-4.5	-9.7
O=C(CSc1nc2ccccc2c(=O)n1-c1ccccc1)NCC1CCCO1 (stereo not drawn)	-1.8	-0.3	-12.7	-0.4	-1.5	-0.1	-0.2	5.0	1.7
Cc1cc(N2CCCCC2)nc2ccc(NC(=O)CCC(=O)NCCC(C)C)cc12	-3.9	-0.4	3.2	-0.1	1.5	53.7*	-1.3	-3.3	-56.9
COc1ccc(OC)c(C2NC(=O)N(C)C(C)=C2C(=O)OCc2ccccc2)c1 (stereo not drawn)	-2.2	-0.3	.	.	8.6	0.2	-0.4	68.4*	-14.6
O=C1CC(C(=O)O)C2(CCCC2)O1 (stereo not drawn)	0.7	-2.3	-2.2	0.9	2.7	-0.5	-2.4	3.7	1.4
Cc1ccc(C(=O)N/C(=C/c2ccc(-c3cccc([N+](=O)[O-])c3)o2)C(=O)NCCCN(C)C)cc1	-1.2	-0.3	0.3	-0.4	58.5*	-1.7	-1.8	-31.0	22.6
CCOC(=O)c1c(C2COc3ccccc3O2)csc1NC(=O)c1ccccc1 (stereo not drawn)	-2.4	-1.7	-3.4	-0.6	2.9	0.4	-1.1	-3.8	-6.3
CCC(Oc1ccccc1)C(=O)OCC(=O)N(CC)c1c(N)n(Cc2ccccc2)c(=O)[nH]c1=O (stereo not drawn)	-3.1	0.0	-2.3	-0.3	-1.0	1.0	1.2	-1.6	-0.4
COc1ccc(C2/C=C\CN(S(=O)(=O)c3cccs3)CC(=O)N2Cc2ccc(F)cc2)cc1 (stereo not drawn)	-0.4	-0.1	-4.3	0.6	-3.5	-0.4	2.6	-6.8	6.6
FC(F)(F)c1nc(-c2ccccc2)ncc1-c1nnnn1-c1ccccc1	-1.1	-1.2	4.9	-0.2	-4.4	-1.1	-1.9	10.3	6.1
O=C(NCCc1ccncc1)Nc1ccccc1	0.0	1.0	-15.1	-0.5	10.1	0.3	2.4	0.2	2.2
CC1(C(=O)Nc2ccccc2Cc2ccccc2)CCN1CCc1ccccc1 (stereo not drawn)	-1.1	-0.9	3.1	-0.1	4.9	-0.9	.	-1.9	8.1
COc1ccc(C(O)(C2CCCCC2)C(CN2CCOCC2)c2ccccc2)cc1 (stereo not drawn)	-6.0	.	0.5	-2.6	-11.0	0.8	-2.0	1.9	14.0
CC(C)C(=O)NC(=S)Nc1ccccn1	-4.9	-0.4	-4.7	-0.2	-10.6	-0.3	-1.9	1.5	4.9
CC(C)OC(=O)CSc1nc2cccnc2n1C1CCCCC1	-1.9	0.4	?	2.2	3.5	1.0	-0.9	3.5	3.7
CN(C)CCN1CCN(C2CN(Cc3cn(Cc4ccc(F)cc4)nn3)S(=O)(=O)C2)CC1 (stereo not drawn)	.	.	-6.4	0.1	.	.	.	-3.3	9.9
CC(C)Nc1nc(SC(C)C(=O)Nc2ccccc2)nc(N(C)C)n1 (stereo not drawn)	-1.2	11.2	-10.4	-1.1	-1.3	1.1	0.0	12.2	21.0
CCOC(=O)Cc1nnc(NC(=O)CSc2nnc3c(n2)[nH]c2ccccc23)s1	-2.2	.	-3.2	-0.3	8.2	-0.3	-2.5	-10.3	4.2
COCCNC(=O)c1cccc2c1-c1ccccc1C2=O	-1.4	-0.6	1.6	-0.1	5.6	1.2	3.9	-6.4	-6.9
Cc1ccn(-c2ccc([N+](=O)[O-])cc2)n1	-3.0	-0.5	-0.9	0.2	17.8	-1.5	0.5	-24.0	1.1
Cc1ccnc(NC(=O)/C=C/c2ccccc2Cl)c1	-1.2	.	-3.8	-0.6	6.6	13.3	-2.7	0.2	-6.5
Cc1ccc(C(=O)NC(=S)N2CCN(c3ccc([N+](=O)[O-])cc3)CC2)cc1	-0.2	3.6	-3.3	1.1	10.5	-0.6	-0.8	-3.3	-6.6
O=C(NC12CC3CC(CC(C3)C1)C2)c1ccc([N+](=O)[O-])cc1	0.5	0.1	2.4	-3.3	10.4	-0.9	2.3	-11.5	-11.6
Cn1c(SCC(=O)Nc2ccc(Cl)cn2)nnc1C1CC1	-2.1	-1.0	-0.1	-0.9	3.7	0.8	1.3	2.2	-0.8
O=S1(=O)CCOC[C@H](CC2CCCCC2)N1Cc1cccc(C(F)(F)F)c1	-3.0	0.9	-9.1	0.8	11.9	2.5	2.1	-0.4	14.8
COc1ccc(CCNCC2C(Oc3ccc(Cl)cc3)C(=O)N2c2ccccc2C)cc1OC (stereo not drawn)	-2.6	.	-12.9	-0.5	6.8	-0.3	1.1	-6.7	3.6
COCCNc1nc(NC(C)C)nc2ccsc12	0.2	0.9	-4.3	-0.2	8.4	2.5	.	2.6	-5.2
C/C(=N\N1CCCCCC1)c1c(O)n(C2CCCCC2)c(=O)[nH]c1=O	-1.3	2.0	.	.	9.0	-0.9	-2.8	5.2	-2.3
O=C(NCc1cccnc1)c1cc(C(=O)NCc2cccnc2)cc([N+](=O)[O-])c1	-0.4	0.9	-5.1	-0.3	3.5	-0.6	.	-40.9	4.1
N/N=C(/Cc1nc2ccccc2[nH]1)c1ccc([N+](=O)[O-])cc1	-7.5	.	-7.5	-0.6	-1.9	-1.4	4.0	-21.4	4.2
COc1ccccc1NC(=O)COC(=O)/C=C/c1cccs1	-1.4	-2.0	1.3	1.6	0.3	-1.6	-2.2	-1.5	2.9
COCCCN1C(=O)C(CC(=O)NC(c2ccccc2)c2ccccc2)CC(C(=O)N2CCOCC2)=C1C (stereo not drawn)	-0.5	-1.4	-3.6	-0.1	0.5	-0.8	.	-5.4	9.6
CC(O)(C#CCN1CCCCCC1)c1ccccc1 (stereo not drawn)	0.7	.	3.6	0.4	0.6	-0.8	-1.2	7.0	15.8
COc1ccc(OC)c(NC(=O)N2CCCC(C)C2)c1 (stereo not drawn)	-1.9	-4.2	?	3.2	-3.2	-1.2	5.1	6.7	-0.4
COc1ccc(-c2nc3ccc(Br)cn3c2Cc2ccc(C)cc2)cc1OC	-8.5	1.0	-14.2	19.9	.	0.5	.	4.9	11.2
CC1CN(c2nc3ccccn3c(=O)c2C=O)CC(C)O1 (stereo not drawn)	-0.1	.	-0.3	-0.2	9.4	15.5	-1.0	-8.2	1.5
CC(Oc1ccccc1)C(=O)Nc1ccc(F)c(S(=O)(=O)N2CCOCC2)c1 (stereo not drawn)	-3.2	1.6	.	.	3.1	-1.8	.	6.1	8.4
O=C(NNC(=S)NCc1ccco1)c1ccc(Cl)s1	3.0	.	-4.1	0.5	31.0*	-1.7	1.7	8.8	12.7
CCN(CC)CCN1C(=O)C(=O)/C(=C(/O)c2cnn(-c3ccccc3)c2C)C1c1cccnc1 (stereo not drawn)	-0.9	1.3	7.2	-1.0	-0.6	5.8	-0.4	-2.5	0.3
COCC(C)OC(=O)c1c(N)n(CC(C)C)c2nc3ccccc3nc12 (stereo not drawn)	-1.1	-1.1	-7.2	6.3	9.4	99.4*	-3.6	9.2	-242.7
Cc1ccnc(NC(=O)CNC(=O)Cc2cccc3ccccc23)c1	-1.2	.	?	3.1	9.2	6.3	-0.7	3.1	-6.3
Cc1ccc(S(=O)(=O)NCCCN(C)C)cc1	1.0	-0.3	0.1	-0.2	10.5	4.2	2.6	-0.9	0.0
C[N+](C)(CC#Cc1ccccc1)CC(=O)c1ccccc1	-0.1	0.5	-0.5	-0.3	8.9	-0.4	1.2	-2.3	11.1
CC(NC(=O)c1cc([N+](=O)[O-])cc([N+](=O)[O-])c1)C1CC2CCC1C2 (stereo not drawn)	-2.8	.	-29.4	-5.0	-12.6	-4.0	0.2	-49.9	10.6
